Screens deposited in PubChem BioAssay by several laboratories.
ABHD4 inh: ABHD4 inhibitors, primary screen, biochemical, fluorescence polarization, mouse. purified mABHD4, FP-Rh probe fluorescence polarization. (Lyso)-N-acylphosphatidylethanolamine lipase (Mus musculus), Q8VD66. inhibition, % at 8.92 µM. AID 720543, 2013. actives 0.54% (n = 370,000);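 active = inhibition exceeding the mean over every tested compound plus 3 SD, cut at about 30% in these data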;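 also: 0% = plate median of compound wells and 100% = S159A mutant with DMSO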
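Assay system: mouse ABHD4 enzyme, wild type / Also added: fluorescent activity-based probe FP-Rh / Doses: single nominal dose of 8.92 µM, 0.89% DMSO final / Timing: 45 min compound pre-incubation plus 60 min probe step, 25 °C / Signal: FP readout, ex 525 nm / em 598 nm / Control set: S159A mutant/DMSO as 100%, compound-well median as 0%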
PG9 Ab binder: binders of HIV-1 gp120 antibody PG9, primary screen, biochemical, TR-FRET | HIV-1 gp120 / PG9 antibody interaction | TR-FRET gp120-PG9 antibody binding | inhibition, % at 6.7 µM | actives 0.43% (n = 360,000) | AID 624416, 2012; in the data active = inhibition above about 8.5%
UHRF1 MBD2 ctr: UHRF1 methylated DNA binding inhibitors, primary screen, counter-screen for MBD2 inhibitor project, biochemical, TR-FRET, human UHRF1, single concentration. E3 ubiquitin-protein ligase UHRF1 (Homo sapiens), Q96T88. UHRF1 binding to methylated oligo. inhibition, % at 4.4 µM. actives 0.75% (n = 370,000). AID 687016, 2013; in the data active = inhibition above about 21%;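 also: UHRF1 SRA domain binding a hemimethylated CpG hairpin DNA probe; 0% = median of test compound wells and 100% = reference inhibitor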
NR1D1 modulator: modulators of Rev-erb alpha DNA binding, primary screen, biochemical, FITC-DNA, fluorescence polarization, uHTS; Rev-erbα–FITC-DNA binding, 90 min; activity, % at 10 µM; Nuclear receptor subfamily 1 group D member 1 (Homo sapiens), P20393; actives 0.79% (n = 370,000); AID 1259318, 2017;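 active = activity above about 14%, limit read from the data; passing the limit was not always enough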;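 also: 0% = DMSO wells with 35 nM protein and 100% = DMSO wells with 750 nM protein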
MBD2 DNA inh: inhibitors of MBD2 binding to methylated DNA, primary screen, biochemical, TR-FRET, DNA-binding domain, human; Methyl-CpG-binding domain protein 2 (Homo sapiens), Q9UBB5; MBD2 binding to methylated oligonucleotide; AID 686964, 2013; actives 0.31% (n = 370,000); inhibition, % at 4.4 µM; in the data active = inhibition above about 13%
Target sequence (Q9UBB5 whole entry, looked up, the tested form may be a part): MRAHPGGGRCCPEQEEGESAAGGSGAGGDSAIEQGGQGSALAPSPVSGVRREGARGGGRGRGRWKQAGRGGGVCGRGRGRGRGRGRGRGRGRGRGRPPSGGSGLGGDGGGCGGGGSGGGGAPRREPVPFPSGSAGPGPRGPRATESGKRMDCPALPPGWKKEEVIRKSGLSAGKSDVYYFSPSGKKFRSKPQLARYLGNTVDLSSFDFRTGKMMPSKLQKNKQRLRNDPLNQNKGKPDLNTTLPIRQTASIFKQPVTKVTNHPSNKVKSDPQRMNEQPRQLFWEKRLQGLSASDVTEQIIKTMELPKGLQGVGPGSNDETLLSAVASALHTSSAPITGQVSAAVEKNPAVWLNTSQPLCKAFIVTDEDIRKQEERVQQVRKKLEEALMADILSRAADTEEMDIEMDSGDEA
TCR CD3 inh: inhibitors of human TCR-CD3 interaction, primary screen, biochemical, fluorescence, TAMRA-labeled TCR probe | T-cell receptor (TCR) | inhibition, % at 9.4 µM | AID 651800, 2012 | actives 0.37% (n = 360,000); in the data active = inhibition above about 19%;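 also: recombinant mutant TCR 2C K166C tagged with TAMRA read by polarization; 0% = receptor in buffer alone and 100% = receptor with positive control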
PRMT1 FP inh: PRMT1 methyltransferase inhibitors, primary screen, biochemical, fluorescence polarization | recombinant PRMT1, activity-based probe fluorescence polarization | inhibition, % at 2.79 µM | actives 1.3% (n = 370,000) | AID 652257, 2013;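 active = inhibition above about 21% made by adding two undisclosed values, limit read from the data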
Target sequence (Q99873 whole entry, looked up): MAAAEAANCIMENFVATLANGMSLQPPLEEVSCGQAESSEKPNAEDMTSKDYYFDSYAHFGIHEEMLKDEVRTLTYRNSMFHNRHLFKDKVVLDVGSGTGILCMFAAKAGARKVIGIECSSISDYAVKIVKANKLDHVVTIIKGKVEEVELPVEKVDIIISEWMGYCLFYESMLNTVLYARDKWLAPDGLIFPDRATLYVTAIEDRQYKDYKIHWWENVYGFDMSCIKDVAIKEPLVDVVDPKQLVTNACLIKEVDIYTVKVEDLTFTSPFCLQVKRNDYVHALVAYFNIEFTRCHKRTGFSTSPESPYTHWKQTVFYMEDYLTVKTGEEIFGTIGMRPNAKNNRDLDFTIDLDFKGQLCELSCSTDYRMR
rCAG RNA binder: binders of r(CAG) RNA repeats, primary screen, biochemical, fluorescence; r(CAG) RNA repeat, TO-PRO-1 dye displacement fluorescence; inhibition, % at 3 µM; actives 1.3% (n = 370,000); AID 651821, 2012;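 active = inhibition above the plate cutoff, the mean of all test compounds on that plate plus 3 SD, cut at about 35% in these data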;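 also: 0% = DMSO alone and 100% = 100 µM mitoxantrone as full dye displacement; higher means more dye released from RNA so lower well fluorescence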
LEDGF integ inh: blockers of LEDGF/p75-dependent integrase strand transfer – biochemical, TR-FRET, high throughput, primary screen; TR-FRET IN-LEDGF/p75 DNA integration, Eu/Cy5; HIV-1 integrase (with human LEDGF/p75); inhibition, % at 3.7 µM; AID 743269, 2014; actives 0.64% (n = 370,000);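 active = inhibition above the screen-wide mean plus 3 SD, cut at about 13% in these data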;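 also: signal is the Cy5 over europium emission ratio at 671 and 618 nm; 0% = plate median of compound wells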
HTRA1 inhibitor: HTRA1 serine protease inhibitors, primary screen, biochemical, fluorescence polarization, HTS; actives 0.5% (n = 340,000); inhibition, % at 5.96 µM; recombinant HTRA1, FP-rhodamine activity-based probe; in the data active = inhibition above about 36%;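 also: 0% = enzyme with DMSO and 100% = wells lacking enzyme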
Starred values were filed as active, the others as inactive; x = not tested or not shown. Only part of the results is shown (hit frequency here may not be typical).

SMILES	ABHD4 inh	PG9 Ab binder	UHRF1 MBD2 ctr	NR1D1 modulator	MBD2 DNA inh	TCR CD3 inh	PRMT1 FP inh	rCAG RNA binder	LEDGF integ inh	HTRA1 inhibitor
O=C(CCc1nnc(CCCCc2ccccc2)o1)NCc1cc(F)ccc1F	8	0.5	1	4	-3	4	-2	-5	2	-7
CN(CC(=O)NCCc1ccccc1)S(=O)(=O)c1cnc[nH]1	1	-2.3	0	4	-1	11	-3	0	-5	3
Cc1cc(C)n(-c2nnc(C)n2/N=C/c2ccccc2O)n1	-6	2.0	-3	3	3	2	-2	-2	1	6
CCOC(=O)Cn1c(CN2CCc3ccccc3C2)nc2c1c(=O)n(C)c(=O)n2C	-2	0.2	-3	-3	-1	2	-1	3	6	-4
OCCN1CCN(c2ncnc3sc4c(c23)CCCC4)CC1	5	-4.9	-2	3	-9	-1	-3	-3	5	-1
Nc1ccn([C@@H]2O[C@H](C(=O)N[C@H](Cc3ccccc3)C(=O)N[C@H]3CCCCNC3=O)[C@@H](O)[C@H]2O)c(=O)n1	-1	1.0	0	-2	-1	1	1	2	4	x
CCO[C@H]1OC(C(=O)NCc2nc3ccccc3[nH]2)=C[C@@H](c2ccc(Br)cc2)[C@@H]1CCCO	-5	3.1	-1	-1	3	-3	1	-2	1	-19
O=C(COC(=O)C1CCC(=O)N1)Nc1ccccc1Br (stereo not drawn)	2	0.1	1	1	-1	1	0	-3	-3	2
COc1ccc(-c2nnc(N)s2)cc1OC	0	1.4	2	-6	2	-5	3	1	-3	6
CCC(CC)C(=O)N(C)c1c(C)nc2c(OCc3ccc(Cl)cc3)cccn12	0	0.1	1	-6	1	10	0	3	-2	x
Cc1cc(C)c(S(=O)(=O)N(C)CC(=O)NCCCn2ccnc2)c(C)c1	-2	-1.7	1	1	-9	-2	-2	-3	-5	9
COc1cc2oc(=O)cc(CN3CCCCC3)c2cc1Cl	6	0.3	-2	-1	5	-1	0	5	-3	x
Nc1ccc(S(=O)(=O)NN=CC=Cc2ccccc2[N+](=O)[O-])cc1	-2	-2.7	1	6	-2	-1	14	5	2	-3
Cc1ccc(COn2nnc3ccc(S(=O)(=O)N4CCOCC4)cc32)cc1	3	-1.8	1	1	3	3	-3	-2	3	-1
c1ccc(CN2CCC(=NNc3nc4ccccc4[nH]3)CC2)cc1	26	-4.7	-3	0	-4	0	2	1	2	37*
CCCCc1nnc2c(N(C)S(=O)(=O)c3ccccc3)nc3ccccc3n12	7	2.0	4	-6	-5	-8	3	-2	-7	0
O=C(NC1CCCC1)c1cccc(Cl)c1	-2	2.5	0	3	3	1	0	-1	-1	4
COc1ccc(/C(N)=N/O)cc1O	0	0.3	1	2	3	1	-6	-1	-2	1
Cc1ccc(CSc2ncnc3onc(C)c23)cc1	-1	1.6	0	6	4	5	0	0	-3	-12
CC(=O)N1CCN(C(=O)c2cc(S(=O)(=O)N3CCCCC3)ccc2Cl)CC1	5	0.1	0	-3	-2	-6	2	-4	-2	-2
N#Cc1c(-c2ccccc2F)cc(C2CC2)nc1SCC(=O)c1cccs1	-3	-4.8	-3	40*	1	5	1	6	-1	-9
O=C(CN1C(=O)C2CCCCC2C1=O)Nc1cccc([N+](=O)[O-])c1 (stereo not drawn)	4	1.7	-1	4	-2	-4	1	0	-1	-2
Cc1ccc(C(=O)N2CC(=O)Nc3ccccc32)o1	-1	0.7	-4	-2	4	1	-1	0	1	3
COc1cc(-c2cc(C(=O)NCCc3ccc(S(N)(=O)=O)cc3)c3ccccc3n2)cc(OC)c1OC	-1	1.9	-2	-1	-7	-1	0	9	-3	-6

One compound at a time (already shown). Values in the order: ABHD4 inh | PG9 Ab binder | UHRF1 MBD2 ctr | NR1D1 modulator | MBD2 DNA inh | TCR CD3 inh | PRMT1 FP inh | rCAG RNA binder | LEDGF integ inh | HTRA1 inhibitor
Listed for COc1cc2oc(=O)cc(CN3CCCCC3)c2cc1Cl = 6 | 0.3 | -2 | -1 | 5 | -1 | 0 | 5 | -3 | x
Listed for O=C(COC(=O)C1CCC(=O)N1)Nc1ccccc1Br (stereo not drawn) = 2 | 0.1 | 1 | 1 | -1 | 1 | 0 | -3 | -3 | 2
Listed for CCO[C@H]1OC(C(=O)NCc2nc3ccccc3[nH]2)=C[C@@H](c2ccc(Br)cc2)[C@@H]1CCCO = -5 | 3.1 | -1 | -1 | 3 | -3 | 1 | -2 | 1 | -19

Some of the entries above in a different format:
> OCCN1CCN(c2ncnc3sc4c(c23)CCCC4)CC1
  ABHD4 inh: 5	PG9 Ab binder: -4.9	UHRF1 MBD2 ctr: -2	NR1D1 modulator: 3	MBD2 DNA inh: -9	TCR CD3 inh: -1	PRMT1 FP inh: -3	rCAG RNA binder: -3	LEDGF integ inh: 5	HTRA1 inhibitor: -1

> CC(=O)N1CCN(C(=O)c2cc(S(=O)(=O)N3CCCCC3)ccc2Cl)CC1
  ABHD4 inh: 5	PG9 Ab binder: 0.1	UHRF1 MBD2 ctr: 0	NR1D1 modulator: -3	MBD2 DNA inh: -2	TCR CD3 inh: -6	PRMT1 FP inh: 2	rCAG RNA binder: -4	LEDGF integ inh: -2	HTRA1 inhibitor: -2

7 entries from above, with bars between the fields.
structure | ABHD4 inh | PG9 Ab binder | UHRF1 MBD2 ctr | NR1D1 modulator | MBD2 DNA inh | TCR CD3 inh | PRMT1 FP inh | rCAG RNA binder | LEDGF integ inh | HTRA1 inhibitor
CCOC(=O)Cn1c(CN2CCc3ccccc3C2)nc2c1c(=O)n(C)c(=O)n2C | -2 | 0.2 | -3 | -3 | -1 | 2 | -1 | 3 | 6 | -4
Cc1cc(C)n(-c2nnc(C)n2/N=C/c2ccccc2O)n1 | -6 | 2.0 | -3 | 3 | 3 | 2 | -2 | -2 | 1 | 6
COc1cc(-c2cc(C(=O)NCCc3ccc(S(N)(=O)=O)cc3)c3ccccc3n2)cc(OC)c1OC | -1 | 1.9 | -2 | -1 | -7 | -1 | 0 | 9 | -3 | -6
Nc1ccc(S(=O)(=O)NN=CC=Cc2ccccc2[N+](=O)[O-])cc1 | -2 | -2.7 | 1 | 6 | -2 | -1 | 14 | 5 | 2 | -3
CCO[C@H]1OC(C(=O)NCc2nc3ccccc3[nH]2)=C[C@@H](c2ccc(Br)cc2)[C@@H]1CCCO | -5 | 3.1 | -1 | -1 | 3 | -3 | 1 | -2 | 1 | -19
Cc1ccc(COn2nnc3ccc(S(=O)(=O)N4CCOCC4)cc32)cc1 | 3 | -1.8 | 1 | 1 | 3 | 3 | -3 | -2 | 3 | -1
O=C(NC1CCCC1)c1cccc(Cl)c1 | -2 | 2.5 | 0 | 3 | 3 | 1 | 0 | -1 | -1 | 4
